esBAF inh – inhibitors of esBAF chromatin remodeling in mouse ES cells; Bmi1-luciferase knock-in reporter, 24 h; 100% = twice the neutral-well signal; reporter increase, % at 12.5 µM; 350,000 tested, 2% active; AID 602393; in the data active = activation above about 40%; inconclusive = no clear call, values can overlap the other calls;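 note: 0% = median of the plate's neutral control wells and 100% = double that signal; a rise in the Bmi1 reporter signal indicates esBAF inhibition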
SIRT5 block – sirtuin-5 (human) deacylase inhibition. 330,000 tested, 1.1% active. Q9NXA8. Purified SirT5, succinyl-peptide AMC, trypsin-coupled fluorescence. inhibition, % at 15 µM; in the data active = inhibition above about 15%; inconclusive = no clear call, values can overlap the other calls
Target sequence (Q9NXA8 whole entry, looked up): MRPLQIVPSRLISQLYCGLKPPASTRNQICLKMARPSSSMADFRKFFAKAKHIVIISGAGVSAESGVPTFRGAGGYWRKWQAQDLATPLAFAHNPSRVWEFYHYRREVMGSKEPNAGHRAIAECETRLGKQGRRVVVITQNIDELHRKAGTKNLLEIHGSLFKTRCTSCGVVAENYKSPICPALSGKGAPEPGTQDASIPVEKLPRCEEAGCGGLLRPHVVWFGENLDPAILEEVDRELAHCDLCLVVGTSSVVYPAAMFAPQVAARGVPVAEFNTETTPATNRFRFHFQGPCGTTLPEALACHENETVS
FN deposit inh – fibronectin deposition inhibition. 350,000 tested, 0.086% active. inhibition, % at 12.6 µM. AH1F fibroblasts, Alexa488-fibronectin deposition fluorescence, overnight;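 active = mean inhibition across replicates of 30% or more, regardless of how many single replicates reach that level; inconclusive = mean under 30% yet at least half of replicates reach 30%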;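 note: positive control wells lacked labelled fibronectin entirely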
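Material: AH1F fibroblast monolayer depositing Alexa488-labelled fibronectin into matrix / Amount: 10000 AH1F cells per well / Signal: fluorescence 485/525 nm / Medium: DMEM, 2% serum / Compound: single dose, pinned / Incubation: 1 h cell adhesion before compound, then overnight fibronectin incubation / Reagent: Alexa488-FN, 24 nM final / Read-out: inhibition of fibronectin deposition signal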
S100A4 inh HTS – S100A4-myosin IIA interaction inhibition | inhibition, % at 10.7 µM | S100A4/TAMRA-MyoIIA peptide fluorescence polarization | 360,000 tested, 0.14% active;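 active = mean inhibition of at least 70% across replicates, with every replicate also reaching that level; inconclusive = mean inhibition reaches 70% but some replicates fall short; inactive = mean inhibition below 70%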
Target sequence (P26447 whole entry, looked up): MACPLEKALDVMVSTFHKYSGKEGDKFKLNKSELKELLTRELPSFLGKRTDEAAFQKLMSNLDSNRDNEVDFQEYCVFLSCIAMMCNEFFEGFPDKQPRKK
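Material: S100A4 monomer protein | Medium: HEPES pH 7.2 with CaCl2, KCl, NaCl, DTT, Triton | Reagent: Labelled myosin peptide probe, 5 nM | Doses: One dose per compound | Times: 5 min incubation before reading | Benchmarks: Neutral control DMSO, positive control TFP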
Casp6 inh – blocks human caspase-6 cleavage activity; purified caspase-6, Z-VEID-R110 cleavage fluorescence; inhibition, % at 12.5 µM; P55212; AID 686996; 350,000 tested, 0.53% active;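 active = mean inhibition across replicates at least about 35%, with every replicate also reaching that limit, limit read from the data; inconclusive = only one of the two criteria met; inactive = neither criterion met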;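 note: 0% = median of neutral control wells and 100% = no fluorescence left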
Target sequence (P55212 24-179 limits assumed): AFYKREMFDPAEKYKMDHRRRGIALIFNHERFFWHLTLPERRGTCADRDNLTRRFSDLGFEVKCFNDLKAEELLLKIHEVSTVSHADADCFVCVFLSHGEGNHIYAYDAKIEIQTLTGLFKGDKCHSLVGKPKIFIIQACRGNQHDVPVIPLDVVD
Target sequence (P55212 194-293 limits assumed): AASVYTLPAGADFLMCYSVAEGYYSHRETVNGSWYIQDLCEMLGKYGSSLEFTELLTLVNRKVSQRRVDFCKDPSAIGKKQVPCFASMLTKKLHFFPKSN
LGR2 antag – Drosophila LGR2 receptor signaling inhibition; HEK293 LGR2, CRE-luciferase, bursicon-stimulated, 4 h; 380,000 tested, 0.35% active; inhibition, % at 9.99 µM; AID 720647;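 active = drop in luminescence signal, shown as inhibition above about 50% in the replicate tests, limit read from the data, passing the limit was not always enough; inconclusive = probably only some replicates passing the limit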;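 note: agonist challenge used bursicon conditioned medium at about half maximal strength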
C2C12 statin – protects C2C12 myotubes from simvastatin toxicity | ATP luminescence, 48 h; scaled: DMSO 0, geranylgeraniol control 100 | rescue of ATP level, % at 7.49 µM | 330,000 tested, 0.78% active;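 active = mean ATP rescue above about 67%, or every replicate alone reaching that limit, limit read from the data, passing the limit was not always enough; inconclusive = no clear call, values can overlap the other calls; inactive = mean under the limit and some replicate under it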;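 note: myotubes were challenged with 10 µM simvastatin during compound exposure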
Starred values were filed as active, the others as inactive; ? = inconclusive; . = no result given; & = joins results of further samples; ! = not active in a repeat. Some of the compounds tested; count on the stated rates, not on these rows.

SMILES	esBAF inh	SIRT5 block	FN deposit inh	S100A4 inh HTS	Casp6 inh	LGR2 antag	C2C12 statin
COc1ccccc1Cc1c(-c2ccco2)nc2ccc(Cl)cn12	4	3	-1	-5	15	18	17
C[C@H](CO)N1C[C@H](C)[C@@H](CN(C)S(C)(=O)=O)Oc2ccc(NC(=O)CCN3CCOCC3)cc2C1=O	-3&0	23*!	-6	5&-6	1&6	-8&13	7&10
O=C(O)C1=C(C(=O)Nc2cccc(C(F)(F)F)c2)CCCC1	.	1	-12	1	3	-4	.
COc1ccc(CCN(C)C(=O)C2CCN(Cc3ccccc3)CC2)cc1OC	-5	5	-11	-7	.	9	-1
Cc1ccc(OCC(=O)Nc2ccc(CN3CCOCC3)cc2)cc1	-3	-2	.	5	-10	1	3
O=C(CSc1nc2cc(Cl)ccc2s1)c1ccco1	30	-13	.	1	6	-47	-11
O=C1C=C(Nc2ccc(F)cc2)c2ccccc2C1=O	0	-2	5	1	40*	-42	12
CC(C)Oc1ccc(/C=C(/NC(=O)c2ccccc2)C(=O)NC(Cc2ccccc2)C(=O)O)cc1 (configuration not stated)	-1	5	-5	0	.	6	4
Cn1cc(C(=O)NCCc2ccccc2)c(=O)c2cc(S(=O)(=O)N3CCOCC3)ccc21	-5	-4	-2	0	-2	-4	-4
C[C@H]1CN([C@@H](C)CO)C(=O)c2cccc(NC(=O)C3CC3)c2O[C@@H]1CN(C)Cc1ccc2c(c1)OCO2	-2	3	.	122*	3	8	-27
C[C@H](CO)N1C[C@H](C)[C@H](CN(C)S(=O)(=O)c2ccc(Cl)cc2)Oc2ccc(NS(C)(=O)=O)cc2CC1=O	-5	-2	.	7	-2	8	-7
O=C(NCc1ccccn1)c1cccc(S(=O)(=O)Nc2ccccc2Cl)c1	-5	-2	4	-1	-2	-2	5
COCCCNc1nc2ccccc2nc1NS(=O)(=O)c1ccc(Cl)cc1	2	1	-6	4	-1	9	8
CCOC(=O)C1=C(COC(=O)C2CC(=O)N(c3ccc(C)cc3)C2)NC(=O)NC1C (configuration not stated)	0	-3	.	7	22	-3	13
CO[C@H](CN(C)S(=O)(=O)c1ccc(Cl)cc1)[C@H](C)CN([C@H](C)CO)S(=O)(=O)c1cccc(Cl)c1	5	.	3	12	2	7	5
CC(=O)Nc1ccc(-c2cc(N)n(-c3ccccc3)n2)cc1	.	2	8	-2	1	-69	.
CCOc1ccc(N2CC(O)=C(c3ccccc3)C2=N)cc1	.	-3	15	3	1	-15	.
Cc1ccc(SCc2noc(C(=O)NCC3CCCO3)c2C(=O)O)cc1C (configuration not stated)	-10	-2	9	0	-13	19	15
CCO[C@H]1OC(C(=O)Nc2ccccc2)=C[C@@H](c2ccc(C(F)(F)F)cc2)[C@@H]1CCCO	-10	0	13	-1	-3	22	0
COCCNC(=O)[C@@H]1[C@@H](CO)[C@@H]2Cn3c(ccc(C4=CCCCC4)c3=O)[C@H]1N2C(=O)C1CCC1	-1	-14	.	-37	-3	2	12
COCC#Cc1cnc2c(c1)C(=O)N([C@H](C)CO)C[C@H](C)[C@H](CN(C)S(=O)(=O)c1ccccc1)O2	-2	-5	-2	-5	1	16	-2
Cc1ccc(C(=O)C[n+]2cccc(C(N)=O)c2)cc1	.	-2	5	3	-1	.	.
CCCCOc1ccc(C(=O)NCC(=O)NC2CCC(C)CC2)cc1 (configuration not stated)	.	-3	6	-2	-2	0	-4
Cc1noc(C)c1NC(=O)N(C)C[C@@H]1Oc2ccc(NS(=O)(=O)c3cccs3)cc2CC(=O)N([C@H](C)CO)C[C@H]1C	-5	.	.	.	.	0	-33
COc1ccc(C(C)=O)cc1COC(=O)C(CO)NS(=O)(=O)c1ccc(Br)cc1 (configuration not stated)	.	6	.	0	1	2	.
CCOC(=O)C1(C)CCCN1C(=O)c1csnn1 (configuration not stated)	4	-2	-2	44	-3	1	-7
Cc1ccc(S(=O)(=O)Nc2ccc3c(c2)C(=O)N([C@H](C)CO)C[C@@H](C)[C@H](CN(C)CC2CC2)OCCCC[C@@H](C)O3)cc1	-5	-2	6	14	2	11	23
CCOc1ccc(N2C(=O)Nc3ccccc3C2(O)C(=O)N2CCN(c3ccccn3)CC2)cc1 (configuration not stated)	-4	-1	-3	-1	5	0	3
O=C1CCc2ccc(NS(=O)(=O)c3ccc(F)cc3)cc2N1	.	0	9	-2	7	11	.
O=C(Cc1ccccc1)NCCSC1CCCCC1	.	-7	-2	2	4	-31	.
O=C(CN1C(=O)NC2(CCCc3ccccc32)C1=O)Nc1ccccc1OC(F)F (configuration not stated)	2	-2	-7	-2	-1	-23	0
CCCN1/C(=C2/SC(=S)N(CC)C2=O)C=Cc2ccccc21	-10	.	11	.	.	.	-12
c1ccc(-c2cccs2)nc1	10	-4	2	1	-1	1	10
O=C(COC(=O)Cc1ccc(Cl)cc1Cl)NCc1ccco1	-13	.	3	-4	3	9	8
COC(=O)C1=C(C)N(Cc2ccccc2)C(=S)N[C@H]1c1cccc(C(F)(F)F)c1	34	-1	0	3	6	20	-20
CCCCN1CCNC[C@H]1Cc1ccc(O)cc1	2	-1	-12	-2	5	-6	-2
N#C/C(=C\c1c(N2CCOCC2)nc2ccccn2c1=O)C(=O)NC1CCS(=O)(=O)C1 (configuration not stated)	.	-64	1	-6	-3	-9	.
COc1ccccc1C(=O)NC(=O)COC(=O)c1ccc([N+](=O)[O-])cc1	-7	-5	3	3	2	-26	-13
C[C@@H]1CN([C@H](C)CO)C(=O)CCCn2nncc2CO[C@H]1CN(C)S(=O)(=O)c1ccc(F)cc1	0&-5	2&-1	4&-10	1&-38	1&1	.	-1&6
COc1ccc(C(=O)Nc2ccc3c(c2)C(=O)N(C)C[C@H](OC)[C@H](C)CN[C@H](C)CO3)cc1	2	2	-5	7	1	10	0

Part of the list above, set out differently:
mol | esBAF inh | SIRT5 block | FN deposit inh | S100A4 inh HTS | Casp6 inh | LGR2 antag | C2C12 statin
c1ccc(-c2cccs2)nc1 | 10 | -4 | 2 | 1 | -1 | 1 | 10
Cc1noc(C)c1NC(=O)N(C)C[C@@H]1Oc2ccc(NS(=O)(=O)c3cccs3)cc2CC(=O)N([C@H](C)CO)C[C@H]1C | -5 | . | . | . | . | 0 | -33

Continuation.
SMILES	esBAF inh	SIRT5 block	FN deposit inh	S100A4 inh HTS	Casp6 inh	LGR2 antag	C2C12 statin
CCCN1CCN(CCNC(=O)Nc2ccccc2Cl)CC1	-4	1	-14	5	0	15	0
COc1ccc(-n2c(C)cc(/C=C3/SC(=S)N(C)C3=O)c2C)cc1	7	-1	-8	2	-2	.	-1
COc1ccc(NC(=O)Nc2cccc3c2O[C@@H](CN(C)Cc2ccc(Oc4ccccc4)cc2)[C@@H](C)CN([C@@H](C)CO)C3=O)cc1	3	15*	.	-20	-2	.	?
COC(=O)CN1C(=O)[C@@H]2[C@H](C1=O)[C@@H]1CC(C(=O)OC)=C[C@@H](C(=O)OC)[C@@H]3C1=C(C(=O)[C@]3(C)NC(=O)c1ccccc1)[C@@H]2C	8	1	-4	0	-1	-9	-11
N#C[C@H]1[C@@H](c2ccc(C#Cc3cccc(F)c3)cc2)[C@@H](CO)N1C(=O)C1CCC1	.	1	4	5	14	3	.
CCc1ccc2c(c1)Sc1ccccc1CC2N1CCN(C)CC1 (configuration not stated)	-11	9	-4	2	-11	4	-5
CCc1nc2c(OCc3ccccc3)cccn2c1N(C)C(C)=O	-6	.	1	-11	-3	9	-5
C[C@H](NC(=O)[C@@H]1[C@@H](CO)[C@@H]2Cn3c(ccc(C4=CCCC4)c3=O)[C@H]1N2C(=O)C1CC1)c1ccccc1	.	-11	.	-3	0	-3	.
Cc1ccc(S(=O)(=O)N(C)C[C@@H]2Oc3ccc(NC(=O)NC(C)C)cc3CC(=O)N([C@@H](C)CO)C[C@H]2C)cc1	0	1	.	-3	-1	-10	12
CCCC(=O)Nc1ccc2c(c1)C(=O)N(C)C[C@H](OC)[C@H](C)CN(CC1CCCC1)[C@@H](C)CO2	-2	-7	14	5	-1	-9	3
Cc1ccc(C(=O)N(CN2CCCC2=O)c2ccccc2)cc1	.	-2	-4	-4	4	-1	.
O=C(Nc1cc(F)ccc1F)N1CC(=O)N2[C@H](C1)[C@H](c1ccc(-c3ccc(F)cc3)cc1)[C@@H]2CO	.	3	.	-28	-1	-7	.
O=C(C[C@H]1CC[C@@H]2[C@H](COC[C@H](O)CN2S(=O)(=O)c2ccc(Cl)cc2)O1)NCCN1CCCCC1	.	1	-2	5	-1	-9	.
CC(=O)N1CC(=O)N2[C@H](C1)[C@@H](c1ccc(-c3ccc(C(=O)N(C)C)cc3)cc1)[C@@H]2CO	.	-2	.	-3	2	16	.
COc1cccc(C(O)c2nc3ccccc3n2C)c1 (configuration not stated)	-3	0	-8	-3	-1	9	2
CC1(C(=O)NS(=O)(=O)c2cccc(F)c2)CCN1C(=O)Cc1ccc(Cl)cc1Cl (configuration not stated)	0	-2	7	2	-2	12	3
COc1cccc(NC(=O)CSc2ncc(S(=O)(=O)c3ccccc3)c(=O)[nH]2)c1	10	2	-5	0	0	-3	2
N#Cc1ccc(-c2ccc([C@@H]3[C@@H](CO)N4CCCCN(C(=O)Nc5ccc(F)cc5)C[C@H]34)cc2)cc1	-3	1	.	-5	2	11	-9
Cc1ccc(C=Nc2ccccc2C(N)=O)cc1	?	.	6	.	.	-53	-56
Nc1ccccc1C(=O)N1O[C@@H]2C=C[C@H]1CC2	-3	-8	7	9	0	46	0

Rewritten as labelled records: entries from further up.
structure: COc1ccc(-n2c(C)cc(/C=C3/SC(=S)N(C)C3=O)c2C)cc1
  esBAF inh = 7; SIRT5 block = -1; FN deposit inh = -8; S100A4 inh HTS = 2; Casp6 inh = -2; LGR2 antag = .; C2C12 statin = -1
structure: COc1ccc(NC(=O)Nc2cccc3c2O[C@@H](CN(C)Cc2ccc(Oc4ccccc4)cc2)[C@@H](C)CN([C@@H](C)CO)C3=O)cc1
  esBAF inh = 3; SIRT5 block = 15*; FN deposit inh = .; S100A4 inh HTS = -20; Casp6 inh = -2; LGR2 antag = .; C2C12 statin = ?

(list continues)
SMILES	esBAF inh	SIRT5 block	FN deposit inh	S100A4 inh HTS	Casp6 inh	LGR2 antag	C2C12 statin
COc1ccc(Nc2nc(-c3ccccc3)c3ccccc3n2)cc1	.	3	1	4	-2	8	.
Cc1ccc(-c2ccc([C@H]3[C@H](CO)N4C(=O)CN(C(=O)Nc5ccc(F)cc5)C[C@@H]34)cc2)cc1	.	10	.	-42	-1	2	.
COc1cccc(C(=O)N2CCC[C@H]2C(=O)N2CCC[C@H]2C(=O)NCc2ccncc2)c1	.	-7	-7	-2	2	19	.
O=C(COC(=O)c1cnc(Cl)c(Cl)c1)NC1CCCC1	-2	.	7	10	0	-8	4
CN(CC(=O)Nc1ccc(F)cc1Cl)Cc1cccs1	4	-2	-14	2	0	0	37
Cc1ccc([N+](=O)[O-])c(OCCN2CCc3ccccc3C2)c1	5	-3	6	-2	-1	3	15
COc1ccc(NC(=O)COC(=O)C2CCN(C(=O)c3ccc(Cl)cc3)CC2)c([N+](=O)[O-])c1	-1	-4	2	5	4	-8	10
CCN(CC(=O)Nc1ccc(NC(C)=O)cc1)C(=O)C1CC(=O)N(CCc2ccc(OC)c(OC)c2)C1 (configuration not stated)	.	-4	-7	1	-117	-1	-5
CCOC(=O)C1=C(C)N=c2s/c(=C/c3ccc(OCC(=O)O)c(OC)c3)c(=O)n2C1c1ccc(Cl)cc1 (configuration not stated)	.	3	-1	-7	22	5	.
COc1ccc(C(=O)COC(=O)COc2cc(C)cc(C)c2)cc1	.	-1	8	1	10	6	.
CC(=O)Nc1cnc(-c2ccccc2C(F)(F)F)cn1	-5	.	.	2	3	-3	-1
O=C(/C=C/c1cn(-c2ccccc2)nc1-c1cccnc1)N1CCCCC1	.	1	0	-1	1	29	.
COc1ccc(Nc2nc3cc(C)ccc3cc2C#N)c(OC)c1	.	0	-5	16	-5	7	.

Assay outcomes as filed in PubChem.
